CHO-K1 Ca antag: nonselective inhibitor or artifact in parental CHO-K1 cells | ATP-induced calcium, Fluo-8 fluorescence | inhibition, % at 3 µM | 360,000 tested, 0.6% active;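 active = inhibition above a per-plate cutoff, the plate's mean sample inhibition plus 3 SD, cut at about 24% in these data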;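 note: 0% = DMSO plus EC80 ATP and 100% = DMSO alone without ATP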
CHRM1 PAM: potentiates human M1 receptor response to acetylcholine; P11229; 360,000 tested, 0.088% active; CHO-K1 hM1, Fluo-8 calcium fluorescence, ACh EC20; 0% = ACh EC20, 100% = maximal ACh; AID 588819; activation, % at 3 µM; in the data active = activation above about 19%, passing the limit was not always enough
Target sequence (P11229 whole entry, looked up): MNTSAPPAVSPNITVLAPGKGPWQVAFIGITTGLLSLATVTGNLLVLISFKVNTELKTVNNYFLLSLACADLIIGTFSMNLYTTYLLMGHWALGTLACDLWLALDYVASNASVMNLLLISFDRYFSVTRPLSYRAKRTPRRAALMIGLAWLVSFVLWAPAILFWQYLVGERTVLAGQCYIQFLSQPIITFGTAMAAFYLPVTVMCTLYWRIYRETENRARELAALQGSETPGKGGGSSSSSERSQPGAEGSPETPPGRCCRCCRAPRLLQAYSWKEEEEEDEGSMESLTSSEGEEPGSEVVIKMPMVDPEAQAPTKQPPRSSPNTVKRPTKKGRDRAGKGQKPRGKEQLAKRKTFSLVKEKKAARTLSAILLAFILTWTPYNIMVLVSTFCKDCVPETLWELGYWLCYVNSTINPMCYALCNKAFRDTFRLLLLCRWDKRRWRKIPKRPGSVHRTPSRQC
TAAR1 ag: human TAAR1 agonism | Q96RJ0 | CHO RD-HGA16 TAAR1, Fluo-8 calcium fluorescence; vehicle wells 0%, saturating PEA agonist 100% | activation, % at 3 µM | 360,000 tested, 0.99% active | AID 624467;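 active = activation above the mean activation of all test compounds in the run plus 3 SD, cut at about 38% in these data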
Target sequence (Q96RJ0 whole entry, looked up): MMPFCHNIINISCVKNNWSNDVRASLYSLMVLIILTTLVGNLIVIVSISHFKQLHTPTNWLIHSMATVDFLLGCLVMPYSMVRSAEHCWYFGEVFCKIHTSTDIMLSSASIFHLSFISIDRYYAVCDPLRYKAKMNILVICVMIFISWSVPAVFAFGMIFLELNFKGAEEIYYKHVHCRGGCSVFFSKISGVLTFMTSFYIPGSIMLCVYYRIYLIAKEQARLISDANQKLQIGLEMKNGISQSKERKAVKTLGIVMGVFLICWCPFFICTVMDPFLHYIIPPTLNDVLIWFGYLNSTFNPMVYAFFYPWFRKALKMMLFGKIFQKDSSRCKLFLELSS
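Test system: RD-HGA16 (CHO) cells co-expressing Gα16 and hTAAR1; dosing: one-point dosing at 3 µM (nominal); timing: 17-24 h seeding, 75 min 37 °C dye, 30 min RT; signal: kinetic Fluo-8 calcium fluorescence; read-out basis: % activation relative to PEA EC100 response; controls: DMSO and PEA EC100; replicates: n 1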
CHO parental Ca: signal in parental CHO cells, OX1R antagonist counter-screen | parental CHO-K1, ATP-induced calcium, Fluo-8 fluorescence | inhibition, % at 5.6 µM | 330,000 tested, 0.63% active;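 active = inhibition above that plate's mean sample inhibition plus 3 SD, cut at about 26% in these data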;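 note: 0% = ATP-challenged DMSO wells and 100% = DMSO wells without ATP; some compounds past the cut are filed as inactive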
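Assay system – parental CHO cells · Reagent – ATP stimulus · Detection – intracellular calcium via Fluo-8 no-wash fluorescent dye · Evaluation – percent inhibition of ATP-evoked calcium rise, normalized to controls · Controls – ATP wells versus no-ATP DMSO wells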
CHRM1 agonist: activates human CHRM1 receptor; activation, % at 3 µM; P11229; CHO-K1 hM1, Fluo-8 calcium fluorescence, agonist mode; 0% DMSO, 100% acetylcholine EC100; 360,000 tested, 0.33% active;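 active = activation above the run's mean compound activation plus 3 SD, cut at about 16% in these data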;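 note: peak over basal fluorescence ratio within a 140 s kinetic read after compound addition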
CHO-K1 Ca ag: M1 agonist counterscreen hit in parental CHO-K1 cells. Fluo-8 calcium fluorescence; scaled to maximal ATP response, vehicle zero. activation, % at 3 µM. 360,000 tested, 0.48% active; in the data active = activation above about 15%;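 note: untransfected CHO-K1 host cells lacking M1 receptor as counterscreen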
CHO-K1 Ca PAM: counter-screen for M1 PAMs: effect in parental CHO-K1 cells | ATP EC20, Fluo-8 calcium fluorescence; 0% at ATP EC20, 100% at ATP max | AID 602247 | activation, % at 3 µM | 360,000 tested, 0.02% active;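 active = activation above the run cutoff, the mean activation of all test compounds plus 3 SD, cut at about 40% in these data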;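 note: peak over basal fluorescence ratio in a 140 s read after ATP addition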
TAAR1 antagonist: antagonists of human TAAR1 | Q96RJ0 | CHO RD-HGA16 TAAR1, Fluo-8 calcium fluorescence, antagonist | inhibition, % at 3 µM | 360,000 tested, 1.5% active | AID 624466;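 active = inhibition above a per-plate cutoff, the mean inhibition of test compounds on that plate plus 3 SD, cut at about 49% in these data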;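 note: 0% = DMSO plus EC80 beta-PEA response and 100% = DMSO alone without agonist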
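Test system: hTAAR1-expressing CHO RD-HGA16 cells, Gα16-coupled; Probe or stimulus: EC80 β-phenethylamine stimulus; Compound dosing: single nominal final test compound concentration of 3 µM; Timing: 140 s kinetic read after compound, 140 s after agonist; Signal: Fluo-8 calcium-sensitive fluorescence; Measure: % inhibition of agonist calcium response; Controls: DMSO and EC80 PEA controls.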
M1 antag: antagonists of human M1 muscarinic receptor; P11229; CHO-K1 hM1, Fluo-8 calcium fluorescence, ACh EC80 antagonist; inhibition, % at 3 µM; 360,000 tested, 1.3% active;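 active = percent inhibition above its own plate's cutoff, namely the mean of that plate's compound wells plus 3 SD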;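 note: peak over basal fluorescence ratio during 140 s after agonist addition; 0% = ACh EC80 plus DMSO and 100% = DMSO alone without agonist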
* = called active by the depositor; nt = not tested or not shown.

1: CCOc1ccccc1NC(=O)Nc1cnccn1
2: COc1cc(OC)cc(C(=O)Nc2cccc(NC(C)=O)c2)c1
3: O=C(OCCOCCN=C1NS(=O)(=O)c2ccccc21)c1ccncc1
4: O=C(Nc1cc(S(=O)(=O)N2CCOCC2)ccc1OCC(F)(F)F)C1CCCC1
5: COc1cccc(CCNC(=O)C2CCCN(c3ncnc4c3nc3n4CCCCC3)C2)c1OC (stereo not given)
6: CCOC(=O)c1cnc2nc(C)nn2c1N
7: CC1C(=O)N(Cc2cn(CC3CCCCC3)nn2)CCS(=O)(=O)N1Cc1ccc(-c2ccncc2)cc1 (stereo not given)
8: O=C(Cc1ccc(-n2c(=O)[nH]c3ccccc3c2=O)cc1)N1CCN(c2ccccc2)CC1

Compound,1,2,3,4,5,6,7,8
CHO-K1 Ca antag,-2,-17,-3,0,-6,-7,12,12
CHRM1 PAM,7,2,7,12,1,14,-13,0
TAAR1 ag,18,3,4,1,1,1,10,16
CHO parental Ca,-6,-14,3,nt,-15,-2,nt,-7
CHRM1 agonist,-5,-1,-3,-1,-5,1,-5,-3
CHO-K1 Ca ag,0.2,1.9,0.8,-0.1,0.3,0.4,3.4,0.7
CHO-K1 Ca PAM,10,16,14,29,2,2,-2,-4
TAAR1 antagonist,13,0,-18,38,-12,-30,19,10
M1 antag,-11,0,-1,-18,1,-14,4,4

9: O=C(O)Cc1sc(Nc2ccc(F)cc2)nc1-c1cccs1
10: COc1ccc(NC(=O)N(C)C[C@@H]2OCc3cnnn3CCCC(=O)N([C@H](C)CO)C[C@H]2C)cc1
11: COc1cccc(N2CCN(c3cnc4ccccc4n3)CC2)c1
12: O=C(CCc1nc2ccccc2[nH]c1=O)OCc1ccc(S(=O)(=O)N2CCOCC2)cc1
13: COc1cc(OC)cc(C(=O)NCCOc2ccccc2)c1
14: NS(=O)(=O)c1cccnc1Nc1c(Cl)cccc1Cl
15: COc1ccc(/C=C/C(=O)NCc2cn(C)nc2C)cc1COc1ccc(Cl)cc1Br
16: O=C(NCc1ccco1)C1CC(=O)N(CCc2ccccc2)C1 (stereo not given)

Compound,9,10,11,12,13,14,15,16
CHO-K1 Ca antag,4,-7,-6,-4,-11,-9,-1,-1
CHRM1 PAM,0,-1,0,-8,5,-4,-1,7
TAAR1 ag,19,2,3,17,4,20,nt,8
CHO parental Ca,16,nt,-24,-18,-11,0,16,-7
CHRM1 agonist,2,-2,-6,-2,-2,2,-7,0
CHO-K1 Ca ag,6.6,0.1,4.5,4.8,0.5,2.2,-0.1,-0.1
CHO-K1 Ca PAM,-5,-10,8,-5,15,21,-10,-3
TAAR1 antagonist,11,-7,7,36,7,-15,nt,0
M1 antag,4,-7,4,-7,-4,0,-2,-8

17: Cc1cc(/C=N/NC(=O)C(=O)NCc2ccccn2)c(C)n1-c1cccc(Br)c1
18: COc1cccc(CNC(=O)CCC2CCCN(C(=O)c3cc4ccccc4o3)C2)c1 (stereo not given)
19: COc1ccc(CCNC(=O)c2n[nH]c(=O)c3ccccc23)cc1
20: Nc1ncnc2c1cnn2C1CCCCC1
21: Cc1cccc(Nc2nnc(SCC(=O)NCc3cccs3)s2)c1
22: CC(C)C1N(S(=O)(=O)c2ccccc2)CCN1S(=O)(=O)c1ccccc1
23: COc1cc(CNCCSc2nnnn2C)cc(Br)c1OCc1ccccc1
24: COC(=O)c1ccc(C(=O)OC)c(NC(=O)CSCC(=O)O)c1

Compound,17,18,19,20,21,22,23,24
CHO-K1 Ca antag,-13,-7,6,-3,-5,11,-22,-13
CHRM1 PAM,0,0,-9,9,0,-11,7,13
TAAR1 ag,14,4,17,0,-3,11,3,1
CHO parental Ca,-21,-25,-2,-5,-14,-3,-26,-23
CHRM1 agonist,-13,-5,-1,-2,-4,-3,-2,11
CHO-K1 Ca ag,0.8,5.1,0.7,0.2,3.1,0.9,2.0,1.2
CHO-K1 Ca PAM,15,-6,-1,1,10,-7,9,16
TAAR1 antagonist,-15,10,-11,-6,10,6,-17,-15
M1 antag,-4,7,-1,-5,-4,7,-12,-23

Down the list, as entered above:
Entries 13 to 16 in CHO-K1 Ca antag: -11, -9, -1, -1
Entries 13 to 16 in CHO-K1 Ca ag: 0.5, 2.2, -0.1, -0.1

The results go on:
25: COc1ccccc1CNC(=O)CCc1cn(C)c2ccccc12
26: O=C(CNC(=O)c1ccco1)N/N=C/c1cccs1
27: CCN1C(=O)[C@@H]2[C@@H]3CN(S(=O)(=O)c4ccc(C)cc4)[C@@H](c4ccccc4F)[C@@H]3C(=O)C[C@@H]2C1=O
28: Cc1ccc(/C=N\Nc2cn[nH]c(=O)c2Cl)cc1
29: O=C(O)c1ccccc1Nc1ccnc(Cl)n1
30: COc1ccc(NC(=O)C2(C)Cc3c(-c4cccc(NC(C)=O)c4)ccnc3O2)cc1 (stereo not given)
31: O=C(Nc1cccc(NC(=O)c2cccnc2)c1)c1cccnc1
32: O=C(CCCn1c(=S)[nH]c2ccccc2c1=O)NCCSCc1ccccc1

Compound,25,26,27,28,29,30,31,32
CHO-K1 Ca antag,-2,-7,7,-6,7,-9,-8,-7
CHRM1 PAM,4,10,11,12,12,10,1,0
TAAR1 ag,0,12,2,41*,9,0,nt,7
CHO parental Ca,-14,-11,nt,-14,-5,nt,-12,-6
CHRM1 agonist,-4,-4,0,-8,-2,-1,-3,0
CHO-K1 Ca ag,2.0,0.6,1.3,-0.5,0.0,0.4,2.5,5.6
CHO-K1 Ca PAM,-8,16,14,13,-13,10,24,8
TAAR1 antagonist,-6,1,-4,-2,-8,-10,nt,7
M1 antag,-5,-11,-8,-4,-14,-7,-5,0

33: CCn1cc(C(=O)N(C)c2cc(C)ccc2OC)c2cc(OC)c(OC)cc2c1=O
34: O=C(CCc1nc(-c2ccccc2)no1)NC1CCCCC1
35: Cc1ccc(C)c2nc3sc(C(=O)N4CCOCC4)c(N)c3cc12
36: CC1(c2ccccc2)NC(=O)N(CC(=O)Nc2nc(-c3ccccn3)cs2)C1=O (stereo not given)
37: O=C(c1ccc(F)cc1F)N1CCCc2ccccc21
38: NC(CC(=O)O)c1ccc(Br)cc1 (stereo not given)
39: COc1ccc(C(=O)NCc2nnc(SCC(=O)N3CCCCC3)o2)cc1
40: COCCOC(=O)C1=C(C)NC(=O)NC1c1cccc2ccccc12 (stereo not given)

Compound,33,34,35,36,37,38,39,40
CHO-K1 Ca antag,-4,-7,-2,-3,-9,1,0,-7
CHRM1 PAM,18,5,4,10,18,4,15,1
TAAR1 ag,-1,12,17,3,-3,3,5,9
CHO parental Ca,-18,-15,-12,3,nt,2,0,-13
CHRM1 agonist,-2,-2,-3,0,-5,-2,-6,-2
CHO-K1 Ca ag,0.7,2.8,5.1,0.5,-0.5,0.1,0.0,1.3
CHO-K1 Ca PAM,1,9,6,0,1,-1,15,6
TAAR1 antagonist,-6,-15,22,-3,-8,5,9,-14
M1 antag,-12,-5,3,-12,-12,9,-11,-16

Whole records, quoted from the list.
Profile of COc1ccc(C(=O)NCc2nnc(SCC(=O)N3CCCCC3)o2)cc1 = CHO-K1 Ca antag = 0; CHRM1 PAM = 15; TAAR1 ag = 5; CHO parental Ca = 0; CHRM1 agonist = -6; CHO-K1 Ca ag = 0.0; CHO-K1 Ca PAM = 15; TAAR1 antagonist = 9; M1 antag = -11
Profile of O=C(CCc1nc(-c2ccccc2)no1)NC1CCCCC1 = CHO-K1 Ca antag = -7; CHRM1 PAM = 5; TAAR1 ag = 12; CHO parental Ca = -15; CHRM1 agonist = -2; CHO-K1 Ca ag = 2.8; CHO-K1 Ca PAM = 9; TAAR1 antagonist = -15; M1 antag = -5

Next part
41: CCOC(=O)C1(C#N)C(=O)CSC1=Nc1ccccc1Cl (stereo not given)
42: Cn1c(=O)[nH]c(NCCc2ccc(O)cc2)c([N+](=O)[O-])c1=O
43: COc1ccc(N2C(=O)C(F)(F)C2c2ccccc2F)cc1 (stereo not given)
44: CC1CN(S(=O)(=O)c2ccc(C(=O)Nc3ccc(S(=O)(=O)N4CCOCC4)cc3)cc2)CC(C)O1 (stereo not given)
45: Cc1nn(-c2cccc(Cl)c2)nc1C(=O)O
46: CC(=O)Nc1ccc(S(=O)(=O)NC2(C(F)(F)F)C(=O)Nc3c2c(=O)[nH]c(=O)n3Cc2ccco2)cc1 (stereo not given)
47: Cc1ccc2nsnc2c1S(=O)(=O)N(Cc1cc2cccc(C)c2[nH]c1=O)CC1CCCO1 (stereo not given)
48: Cc1nc2ccc(NC(=O)N(C)c3ccccc3)cc2s1
49: CCOc1ccc(CCNC(=O)COC(=O)c2ccc(S(=O)(=O)N3CCCC3)cc2)cc1OCC
50: O=C(Nc1ccccc1N1CCCCC1)c1ccc(F)c(S(=O)(=O)N2CCOCC2)c1

Compound,41,42,43,44,45,46,47,48,49,50
CHO-K1 Ca antag,1,-16,-10,0,-12,-14,16,9,-12,-1
CHRM1 PAM,-1,6,-4,2,6,-8,-14,4,9,6
TAAR1 ag,4,10,25,1,0,2,27,8,1,1
CHO parental Ca,nt,6,nt,-3,-7,4,-13,-4,-41,-20
CHRM1 agonist,-3,-3,-5,-3,1,-9,1,-4,-6,-4
CHO-K1 Ca ag,1.0,0.4,-0.5,1.4,0.1,0.3,4.7,0.2,1.0,0.1
CHO-K1 Ca PAM,-7,22,-1,-3,13,13,-10,-2,13,-2
TAAR1 antagonist,-1,-13,23,-10,-17,-10,45,2,-16,-6
M1 antag,-4,-4,2,-5,-9,3,25,7,-14,-5

Bioassay records (PubChem)
